# LmPK inhibitor = qHTS Assay for Inhibitors of Leishmania Mexicana Pyruvate Kinase (LmPK). AID 1721, 2009. purified LmPK, Kinase-Glo ATP luminescence, 1 h. Potency, µM (doses to about 57.5 µM), without a hit: at the highest dose activity change, negative = inhibition, usual class: inhibitors. Q27686. actives 0.37% (n = 290,000); note: potency is the fitted concentration of half-maximal effect; % is set by controls: 0 for no effect and ±100 for the full control effect
# Target sequence (Q27686 whole entry, looked up): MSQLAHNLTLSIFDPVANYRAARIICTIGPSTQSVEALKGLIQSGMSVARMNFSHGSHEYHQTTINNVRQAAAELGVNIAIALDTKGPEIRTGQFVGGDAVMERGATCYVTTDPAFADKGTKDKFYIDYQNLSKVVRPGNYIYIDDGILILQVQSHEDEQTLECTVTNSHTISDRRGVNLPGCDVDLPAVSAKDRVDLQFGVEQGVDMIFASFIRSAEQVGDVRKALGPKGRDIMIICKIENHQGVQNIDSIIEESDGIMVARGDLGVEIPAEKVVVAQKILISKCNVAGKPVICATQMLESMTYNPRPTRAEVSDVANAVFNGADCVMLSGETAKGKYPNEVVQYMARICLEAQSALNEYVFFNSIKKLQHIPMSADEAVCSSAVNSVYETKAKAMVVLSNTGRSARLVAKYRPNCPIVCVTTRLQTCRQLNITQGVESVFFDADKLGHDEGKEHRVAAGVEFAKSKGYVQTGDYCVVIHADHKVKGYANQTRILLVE
#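 ATP generated from ADP (0.1 mM) and PEP (0.5 mM) by 0.1 nM LmPK over 1 h at room temperature (pH 7.2 imidazole buffer) was detected by coupled luciferase luminescence. Values were normalized to uninhibited and no-enzyme wells.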
# Pf growth 48h = Primary qHTS for delayed death inhibitors of the malarial parasite plastid, 48 hour incubation | P. falciparum luciferase growth in erythrocytes, 48 h | Potency, µM (series often up to 28.7 µM), for the others: top-dose activity change, negative = inhibition, usual class: inhibitors | actives 5.9% (n = 310,000); note: potency is the fitted concentration of half-maximal effect; % is set by controls: 0 for no effect and ±100 for the full control effect
#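 Firefly luciferase activity from engineered P. falciparum reports growth; inhibitors lower the luminescent signal. Cultures contained 2% hematocrit erythrocytes at 0.1% final parasitemia.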
# Tb PYK inh = qHTS of Trypanosoma Brucei Inhibitors; TbPYK enzyme, Kinase-Glo Plus ATP luminescence, 45 min; Potency, µM (titrated, usually from 76.8 µM), for the others: at the highest dose activity, negative = inhibition, most hits filed as inhibitors; actives 0.12% (n = 410,000); note: potency is the fitted concentration of half-maximal effect; % is set by controls: 0 for no effect and ±100 for the full control effect; nearly all actives have a fitted effect of over 50% in size
#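 Glycolytic pyruvate kinase of T. brucei was incubated with substrate, test compound and 130 uM ADP for 45 minutes at room temperature. Luminescent Kinase-Glo Plus signal was measured after 10 minutes.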
# AMA1 RON2 block = qHTS for Inhibitors of AMA1-RON; Towards Development of Antimalarial Drug Lead: Primary Screen | AlphaScreen AMA1-biotinylated RON2 peptide binding | Plasmodium falciparum AMA1 (3D7) - RON2 peptide interaction | AID 720542, 2013 | Potency, µM (series often up to 58.2 µM), inactives show at the highest dose activity change, negative = inhibition, hits mostly inhibitors | actives 0.2% (n = 360,000);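 note: potency is the fitted concentration of half-maximal effect; 0% = vehicle wells and -100% = peptide control; nearly all actives have a fitted effect of over 45% in size; some results filed as inactive show a strong effect at the top dose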
#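 AMA1 (3D7) with his tag at 25 nM final met compounds first, then biotinylated RON2 peptide at 25 nM; detection used donor plus acceptor beads, 10 µg/mL apiece, read by AlphaScreen after 30 min at room temperature.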
# CHX counter = Cycloheximide Counterscreen for Small Molecule Inhibitors of Shiga Toxin; cell reporter, cycloheximide protein synthesis inhibition counterscreen; max response, %; actives 12% (n = 300,000); AID 2314, 2010; in the data active = max response mostly above about 13%, no sharp cut-off; inactive = mostly below about 14%; note: read at 38.3 µM for the half of the compounds with a filed dose; 0% is about no effect
# Shiga inhibitor = A qHTS for Small Molecule Inhibitors of Shiga Toxin | Vero cells, Shiga toxin protein synthesis inhibition reporter | actives 9.2% (n = 290,000) | inhibition, % at 38.7 µM; in the data active = inhibition mostly above about 28%, no sharp cut-off; inactive = mostly below about 43%; note: 0% is about no effect
# Pf growth 96h = Primary qHTS for delayed death inhibitors of the malarial parasite plastid, 96 hour incubation | Potency, µM (top dose mostly 28.7 µM), inactives show top-dose activity change, negative = inhibition, hits mostly inhibitors | actives 6.9% (n = 320,000) | P. falciparum luciferase reporter growth, 96 h; note: potency is the fitted concentration of half-maximal effect; % is set by controls: 0 for no effect and ±100 for the full control effect
#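 Infected RBCs, 2% Hct / 0.05% parasitemia final; luciferase-reporter P. falciparum; cpd 96 h, 37 C, 5% CO2; luciferase detection reagent; luminescence.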
# The depositor's hits bear a star; ? = inconclusive; nt = not tested or not shown; & = joins results of further samples; [ ] = remark or other dose. Unless noted, calls come from the whole dose curve; as a rule, active = well fitted curve in the direction sought with a large enough effect; inconclusive = small, poorly fitted or top-dose-only effect, or another doubt; inactive = no such curve, though single readings can be large; an effect the other way counts as inactive or inconclusive.
SMILES,LmPK inhibitor,Tb PYK inh,Shiga inhibitor,Pf growth 96h,CHX counter,AMA1 RON2 block,Pf growth 48h
Cc1ccc(N2CC(C)Cn3c2nc2c3c(=O)n(CC(=O)OCc3ccccc3)c(=O)n2C)cc1C (centres undefined),5%,4%,-4,10µM*,-2,-4%,?
COc1cccc(CN(C)C(=O)C2CC(=O)N(c3ccc4c(c3)OCCO4)C2)c1 (centres undefined),nt,2%,nt,0%,nt,6%,?
COc1ccc(/C(C)=N/NC(=O)CNC(=O)c2ccco2)cc1,2%,0%,-3,?,-2,-9%,-12%
Cc1nc(N2CCOCC2)sc1C(=O)NN,1%,-6%,-11,52%[activator],-4,34%[activator],0%
COc1ccc(Cn2nnnc2C(c2ccccc2Cl)N2CCC(C(N)=O)CC2)cc1 (centres undefined),2%,-3%,-11,99%[activator],-1,0%,?
COC(=O)c1ccc(NC(=O)Cc2ccccc2)cc1,0%,-2%,100*,nt,50*,20%,113%[activator]
COc1ccc(NC(=O)CCN2CCCCCC2)cc1,0%,7%,34,-10%,18,-6%,-20%
COc1cc(NC(=O)CN2C(=O)C(C)N(c3ccc(C)cc3)C2=O)cc(OC)c1 (centres undefined),nt,2%,nt,-9%,nt,-30%,0%
Cn1ncc(C#N)c1NC(=O)C1CC(c2ccc(Cl)c(Cl)c2)=NO1 (centres undefined),2%,-7%,-6,-10%,1,3%,0%
CCCCNC(=O)CN1C(=O)NC2NC(=O)NC21 (centres undefined),6%,-6%,-9,-2%,-6,-3%,nt
Cc1cc(C)cc(-c2nnc(SCC(=O)NC3CC3)o2)c1,nt,-15%,nt,?,nt,10%,?
CN=c1scc(-c2ccccc2F)n1/N=C/c1ccc[nH]1,-25%,-19%,-39,28%,-23,4%,41%[activator]
C=CCN(C(=O)c1cccc(N2C(=O)C3CC=CC(C)C3C2=O)c1)c1ccccc1 (centres undefined),8%,-23%,32,43%[activator],6,-1%,?
O=C(Cn1nnc2ccccc2c1=O)NCCc1ccc(Cl)cc1Cl,4%,4%,-15,23%,-1,0%,2%
O=C1C(Nc2ccccc2)=C(N2CCCCC2)C(=O)c2ccccc21,-9%,-15%,72*,34%[activator],31*,0%,0.47µM*
CN1CCN(C(=O)/C(=C\c2cccs2)NC(=O)c2cccs2)CC1,1%,-11%,13,-23%,8,-14%,-5%
COc1ccc(Cl)cc1NC(=O)CNc1ccccc1CN(C)C1CCCCC1,2%,0%,13,?,3,-27%,?
CC/C=C\C/C=C\C/C=C\C/C=C\C/C=C\CCCC(=O)O,nt,-18%,nt,-23%,nt,nt,2%
Cc1cc(/C=C(\C#N)C(=O)N2CCCCC2)cc(C)c1O,-3%,-2%,51*,-17%,17,9%,-18%
COc1cc(C(=O)Nc2cccnc2)cc(OC)c1OC,4%,2%,nt,?,-1,5%,-16%
O=C(CSCc1c(F)cccc1Cl)Nc1cccnc1,-4%,1%,1,?,0,-7%,-6%
COc1cc(/C=C2/C(=N)N3N=C(C(C)C)SC3=NC2=O)ccc1OS(=O)(=O)c1ccccc1,-3%,3%,49,3%,8.7*,51%[activator],3%
O=C(CN(CCO)c1ccccc1)Nc1cccc(S(=O)(=O)N2CCCC2)c1,5%,7%,27,13µM*,1,17%,-29%
CN1CCN(c2ccc([N+](=O)[O-])c(NCc3ccco3)c2)CC1,1%,-9%,-10,?,-3,-5%,-8%
OC(COc1ccc2ccccc2c1)CN1CCCC1 (centres undefined),1%,3%,37,31%[activator],18*,5%,4%
COc1cc2ncnc(NCc3cccc(F)c3F)c2cc1OC,0%,5%,-1,?,-5,-7%,nt
O=C(COC(=O)/C=C/c1ccc(Br)o1)NCCCN1CCCC1=O,1%,3%,-4,9%,1,24%,4%
O=S(=O)(Cc1noc(-c2ccc(Cl)cc2)n1)Cc1ccco1,1%,0%,-14,54%[activator],-2,5%,9%
CCOP(=O)(OCC)C(O)c1ccc(OC)cc1 (centres undefined),1%,-5%,1,27%,-1,14%,1%
COCCN1C(=O)c2oc3ccccc3c(=O)c2C1c1ccc(OC)c(OC)c1 (centres undefined),-1%,-2%,-8,?,-1,-1%,21%
Cc1ccc(CSCC(=O)N(C)CC(=O)Nc2ccccc2C(F)(F)F)cc1,nt,4%,nt,-14%,nt,3%,-9%
CCc1ccccc1NC(=S)N(Cc1cccc(C)c1)c1cccnc1,3%,4%,24,?,1,0%,-17%
COc1cc2c(=O)n(CC3CCCO3)c(=O)n(CC(=O)Nc3cccc(Cl)c3)c2cc1OC (centres undefined),6%,2%,-10,-19%,1,0%,nt
COC(=O)c1sc(S(=O)(=O)NCCC(=O)O)c(C(=O)OC)c1C,1%,-11%,-13,0%,1,-3%,8%
C/C(=N\NC(=O)c1cccc(S(=O)(=O)N2CCCC2)c1)c1ccco1,-1%,1%,19,-12%,7,32%[activator],-47%
COc1ccc(CCN)cc1OC,-1%,4%,16,?,-3,6%,-18%
CC(C)NC(=S)NC(=O)c1ccc(Cl)cc1Cl,0%,-10%,2,50%[activator],10,81%[activator],-1%
Cc1nc(N)sc1Cc1ccc2c(c1)OCO2,0%,-13%,-9,-1%,1,-9%,30%[activator]
COCCC(=O)N1CCC(C(=O)Nc2ccc(Oc3ccccc3)nc2)CC1,1%,7%,66*,0%,63*,10%,20%
S=c1[nH]nc(-c2ccncc2)n1/N=C/c1cn(-c2ccccc2)nc1-c1ccc(Cl)cc1,5%,-25%,-13,?,-2,57%[activator],?

# Filtered by structure: the compounds so far with an NH in an aromatic ring
SMILES,LmPK inhibitor,Tb PYK inh,Shiga inhibitor,Pf growth 96h,CHX counter,AMA1 RON2 block,Pf growth 48h
CN=c1scc(-c2ccccc2F)n1/N=C/c1ccc[nH]1,-25%,-19%,-39,28%,-23,4%,41%[activator]
S=c1[nH]nc(-c2ccncc2)n1/N=C/c1cn(-c2ccccc2)nc1-c1ccc(Cl)cc1,5%,-25%,-13,?,-2,57%[activator],?

# (continued)
SMILES,LmPK inhibitor,Tb PYK inh,Shiga inhibitor,Pf growth 96h,CHX counter,AMA1 RON2 block,Pf growth 48h
C=CCCC(=O)Nc1nc(C)c(-c2csc(Nc3ccc(Cl)cc3Cl)n2)s1,-4%,-13%,14,8.3µM*,3,14%,?
Cc1ccsc1/C=C1\SC(N)=NC1=O,-9%,4%,25,128%[activator],20*,-15%,2%
O=C(/C=C/c1ccccc1)N/C(=C/c1ccccc1)C(=O)N1CCCCC1,0%,-7%,-23,40%[activator],-5,-10%,9%
O=[N+]([O-])c1c(Nc2ccccc2)ccc2nonc12,-1%,-2%,-6,?,2,0%,18%
CN1C(=O)CSc2ccc(NC(=O)N3CCN(c4ccccc4)CC3)cc21,13%,-6%,-3,24%,14,-10%,?
CCC(C)CCN1C(N(C)C)=NC[C@@H]1C (some centres undefined),nt,0%,nt,31%[activator],nt,17%,-9%
CCn1cc(C(=O)OCC(=O)Nc2ccc(C(C)C)cc2)c(=O)c2ccc(C)nc21,8%,-4%,27,21%,4,-7%,40%[activator]
Oc1ccc(/C=N/NC2=NCCCCC2)cc1,5%,-8%,-13,34%[activator],-4,6%,nt
CCOC(=O)C1CCN(S(=O)(=O)c2ccc3c(c2)NC(=O)C(C)C(=O)N3)CC1 (centres undefined),2%,3%&3%,-6,?,-3,15%,?
C=CCn1c(=O)c2ccccc2n2c(SCC(C)=O)nnc12,6%,-1%,-16,27%,-1,-6%,29%
O=C1COc2ccc(-c3n[nH]c(=O)c4ccccc34)cc2N1,-11%,1%,-17,17%,-4,3%,-5%
Cc1cc(NC(=O)C(C)(C)C)no1,0%,4%,-4,?,-1,2%,10%
O=C(CO/N=C/c1c(Cl)cccc1Cl)NNC(=O)c1ccc(Cl)cc1,1%,-9%,-7,16%,-3,98%[activator],4%
O=C(c1ccc(Br)o1)N1CCN(c2ccccc2F)CC1,1%,0%,-1,?,-2,0%,?
Cc1ccc(N(Cc2cc(=O)[nH]c3ccccc23)C(=O)CCl)cc1,-10%,-3%,-5,?,-4,-12%,9.3µM*
O=C(NNC(=O)c1n[nH]c(=O)c2ccccc12)c1ccc(Br)cc1,2%,0%,-3,37%[activator],8,58%[activator],1%
COc1ccc(OC)c(C2C(C(=O)c3ccco3)=C(O)C(=O)N2CCN2CCOCC2)c1 (centres undefined),-5%,nt,-31,?,1,nt,13%
Cc1sc(NC(=O)CSc2nnc(N)s2)c(C#N)c1C,3%,0%,-4,21%,5,22%,23%
O=C1CCC(=O)N1OCCCOc1ccccc1,-8%,nt,-5,-21%,-1,-7%,nt
Cc1occc1C(=O)Nc1cc(C(F)(F)F)ccc1Cl,4%,-3%,-18,?,2,2%,8%
N=c1ccn2c(n1)O[C@H]1[C@H](O)[C@@H](CO)O[C@H]12,1%,3%&0%,0&-3,1%&-3%,-1&-4,1%,1%[0.00184 µM]
O=C(Cc1ccccc1[N+](=O)[O-])NC1CCN(Cc2ccccc2)CC1,-3%,-6%,nt,7%,-1,-1%,-1%
O=S(=O)(c1ccc(F)cc1)N1CCN(c2ccccc2)CC1,17%,0%,-4,?,-2,-14%,nt
COc1ccc(NC(=O)C2CCCN(S(=O)(=O)c3ccccc3)C2)c(OC)c1 (centres undefined),3%,-2%,-9,?,6,-11%,6%
CC1CCC2C(=O)N(c3ccccc3OC(=O)c3ccccc3)C(=O)C2C1 (centres undefined),0%,-15%,-8,46%[activator],-4,-28%,7%
O=C(COn1nnc2ccc(C(F)(F)F)cc21)Nc1nnc(-c2ccccc2)o1,4%,-1%,-3,?,-3,80%[activator],9%
COc1ccc(C(=O)NCC(O)COc2ccc(C(C)(C)C)cc2)cc1[N+](=O)[O-] (centres undefined),1%,nt,-9,6.6µM*,9,nt,-4%
CC(=O)Nc1ccc(NC(=O)C(C)OC(=O)C(C)SCC(=O)Nc2ccc(F)cc2)cc1 (centres undefined),nt,10%,nt,55%[activator],nt,14%,-1%
N#C/C(=N\O)c1nc(-c2ccccc2)cs1,-2%&-5%,10%,9&7,-21%&100%,-2&-3,33%&-1%[activator],5%&35%
Cc1ccccc1-n1ccnc1SCC(=O)O,-3%,-7%,-13,10%,-2,-7%,nt
CCn1c(=O)c(C(=O)CN(C)Cc2cccc(OC)c2OC)c(N)n(Cc2ccccc2)c1=O,-1%,17%,27,12%[5.75 µM],-1,?,22%
CCCn1c(C)cc(/C=C(\C#N)C(=O)OCC(=O)Nc2cccc(OC)c2)c1C,-2%,2%,-4,?,10,0%,7%
COc1cccc(C2=NOC(C(=O)Nc3cccnc3)C2)c1 (centres undefined),-3%,2%,32,31%[activator],-3,3%,16%

# Source: PubChem (National Center for Advancing Translational Sciences (NCATS))

# Outcome played no part in choosing rows; any-hit rate near 21%.
